Assay outcomes from PubChem.
ADAM17 inh: inhibitors of human ADAM17 | recombinant ADAM17, EDANS/DABCYL FRET peptide cleavage | inhibition, % at 6.95 µM | 0.83% of 370,000 active;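 active = inhibition above the mean of compounds lying between control limits plus 3 SD, set per campaign, cut at about 8.5% in these data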;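 note: 0% = DMSO-only wells as the low control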
Target sequence (P78536 215-824 limits assumed): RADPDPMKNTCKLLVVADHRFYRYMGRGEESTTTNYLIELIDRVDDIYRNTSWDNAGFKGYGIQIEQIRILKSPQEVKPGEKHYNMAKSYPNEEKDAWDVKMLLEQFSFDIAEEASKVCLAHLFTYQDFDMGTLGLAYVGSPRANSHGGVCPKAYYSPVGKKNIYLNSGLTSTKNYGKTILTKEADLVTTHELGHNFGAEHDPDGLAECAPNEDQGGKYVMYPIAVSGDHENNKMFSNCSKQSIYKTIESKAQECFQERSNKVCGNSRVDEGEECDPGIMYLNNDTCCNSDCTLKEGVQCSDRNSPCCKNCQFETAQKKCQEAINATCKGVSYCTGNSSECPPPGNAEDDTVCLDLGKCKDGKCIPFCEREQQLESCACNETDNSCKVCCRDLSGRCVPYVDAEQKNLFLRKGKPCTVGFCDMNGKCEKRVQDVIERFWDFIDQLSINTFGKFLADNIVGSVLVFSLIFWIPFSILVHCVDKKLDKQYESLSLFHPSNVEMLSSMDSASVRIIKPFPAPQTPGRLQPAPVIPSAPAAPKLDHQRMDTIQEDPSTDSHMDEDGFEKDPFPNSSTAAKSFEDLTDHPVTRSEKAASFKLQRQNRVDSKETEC
ssDAF12 agonist: S. stercoralis DAF-12 activation, primary screen | activation, % at 6.8 µM | 1% of 370,000 active | HEK293 ssDAF-12/GRIP1 lit1-tk-luc reporter, luminescence; % of 3 µM dafachronic acid response | AID 652126;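 active = activation above the mean over all tested compounds plus 3 SD, cut at about 0.9% in these data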;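 note: 0% = DMSO-only wells and 100% = 3 µM delta7-dafachronic acid wells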
ADAM10 inh: inhibitors of human ADAM10. recombinant ADAM10, EDANS/DABCYL FRET peptide cleavage, 3 h. inhibition, % at 7 µM. 0.62% of 370,000 active. AID 720582;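 active = inhibition above a per-campaign cutoff equal to the mean of compounds falling between control-based bounds plus 3 SD, cut at about 20% in these data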;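 note: 0% = DMSO wells while the 100% control is not disclosed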
hgDAF-12 ag: hgDAF-12 agonism, primary luciferase screen. HEK293 GAL4-hgDAF12 UAS-luciferase reporter, agonist luminescence; normalized to butyrate control. activation, % at 6.8 µM. 1.8% of 370,000 active. AID 687014;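 active = activation above a cutoff set at the mean of all screened compounds plus 3 SD, cut at about 10% in these data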;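 note: 0% = DMSO wells and 100% = sodium butyrate wells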
hcDAF12 agonist: activators of H. contortus DAF-12 nuclear receptor | activation, % at 6.8 µM | 1.4% of 370,000 active | HEK293 hcDAF-12 lit1-tk-luc reporter, luminescence; 0% DMSO, 100% Δ7-dafachronic acid;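 active = activation above the mean of all tested compounds plus 3 SD, cut at about 5.5% in these data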;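 note: 100% = response to 3 µM Δ7-dafachronic acid high control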
SMARCA2 activ: SMARCA2 function activation, primary screen; activation, % at 9.1 µM; 1% of 370,000 active; MG213 cells, MMTV-luciferase reporter, dexamethasone, overnight; in the data active = activation above about 7.8%;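 note: 0% = vehicle wells and 100% = reference activator wells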
GAA850 FXN act: increases GAA850 frataxin promoter reporter activity. activation, % at 6 µM. 0.56% of 360,000 active. AID 540364. HEK293 lucGAA850 FXN promoter luciferase reporter, 24 h; percent of 10 µM SAHA response;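 active = activation above the average of all compounds screened plus 3 SD, cutoff fixed separately per campaign, cut at about 7.5% in these data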;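 note: 0% = DMSO wells and 100% = 10 µM SAHA wells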
NPR1 activator: GC-A (human) enzyme activation. HEK293 GC-A cells, cGMP TR-FRET, EC30 ANP; 0% at EC30 ANP, 100% saturating ANP. AID 1671463. 0.14% of 370,000 active. activation, % at 10 µM; in the data active = activation above about 40%
PG9 Ab binder: PG9 antibody binding by small molecule; TR-FRET gp120-PG9 antibody binding; inhibition, % at 6.7 µM; 0.43% of 360,000 active; in the data active = inhibition above about 8.5%
DAX1 inh-1: blocks DAX1 repression of SF-1 activated StAR promoter. AID 652010. inhibition, % at 6.8 µM. 1.1% of 370,000 active. HEK293T StAR-luciferase reporter, SF-1/DAX-1 repression relief;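 active = inhibition above the mean over all tested compounds plus 3 SD, cut at about 3.6% in these data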;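 note: 0% = DAX-1 cells with DMSO and 100% = cells lacking DAX-1 with DMSO; higher inhibition means more luminescence from relief of DAX-1 repression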
DAX1 inh-2: NR0B1 (DAX1) inhibition; P51843; HEK293 Gal4-DAX1 luciferase reporter, luminescence; inhibition, % at 6.75 µM; 0.99% of 340,000 active; AID 504766;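 active = inhibition above the mean over all tested compounds plus 3 SD, cut at about 4.2% in these data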;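 note: 0% = DAX1-transfected cells with DMSO and 100% = empty-vector control cells with DMSO; inhibition shows as a rise in luminescence from relieved DAX1 repression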
Target sequence (P51843 207-470 limits assumed): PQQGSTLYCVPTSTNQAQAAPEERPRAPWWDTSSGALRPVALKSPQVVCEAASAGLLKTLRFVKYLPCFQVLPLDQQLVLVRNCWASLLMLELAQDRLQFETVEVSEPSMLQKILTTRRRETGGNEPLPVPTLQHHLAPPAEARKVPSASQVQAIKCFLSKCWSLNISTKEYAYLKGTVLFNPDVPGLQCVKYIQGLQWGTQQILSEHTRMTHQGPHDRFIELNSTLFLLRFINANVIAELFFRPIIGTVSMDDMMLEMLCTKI
Numbers without * were called inactive; . = no result given. Compounds as they come, and some 6.8% of all compounds hit somewhere here.

SMILES	ADAM17 inh	ssDAF12 agonist	ADAM10 inh	hgDAF-12 ag	hcDAF12 agonist	SMARCA2 activ	GAA850 FXN act	NPR1 activator	PG9 Ab binder	DAX1 inh-1	DAX1 inh-2
O=C(CN1CCOCC1)NCc1ccccc1Cl	-2	-0.7	-4	-0.6	-2.1	-1	0.2	-2	-1.0	-0.1	-0.2
O=C(CN1C(=O)c2cccc3cccc1c23)N1CCN(c2cccc(Cl)c2)CC1	-6	-0.7	4	0.1	0.0	0	-1.5	-3	1.0	-0.2	-0.3
C=CCN(CC=C)Cc1cc(=O)oc2cc(C)c(C)cc12	-1	-0.2	-4	-0.8	-1.4	-2	.	-2	0.6	-3.0	.
CCOc1ccccc1NC(=O)c1ccc2ccccc2c1	4	0.1	14	5.3	4.0	4	1.5	-8	-1.8	-0.3	0.3
CCCCNC(=O)Nc1ccccc1C(=O)Nc1ccc(OC)cc1	-3	-1.6	-8	-0.6	1.3	1	-0.3	-1	-3.1	0.4	0.9
CC(C)C1C(=O)N(Cc2cn(CC3CCCCC3)nn2)CCS(=O)(=O)N1Cc1ccc(-c2ccc(Cl)nc2)cc1 (configuration not stated)	7	-0.8	-1	-1.8	0.4	-5	1.1	0	1.2	4.4*	0.8
CCCc1cc(=O)[nH]c(SCC(=O)NN(c2ccccc2)c2ccccc2)n1	2	-1.1	0	2.4	-1.6	3	0.4	0	-2.8	-0.8	0.4
Clc1ccc2oc(-c3cccnc3)nc2c1	-4	-0.5	-11	6.7	1.2	2	5.4	2	-0.2	2.3	2.0
O=C(CN1CCN(C(=O)c2ccco2)CC1)Nc1ccc(Cl)c(C(F)(F)F)c1	0	-1.3	5	-0.2	-0.7	0	-2.5	-4	0.2	-1.1	-1.0
CCOP(=O)(c1ccc(N(C)C)cc1)C(O)c1ccc(Cl)cc1 (configuration not stated)	-5	-1.1	-10	0.2	-0.2	-4	1.4	-9	1.4	-0.3	0.5
O=C1N=C(N2CCOCC2)S/C1=C/c1cc2c(cc1[N+](=O)[O-])OCO2	0	-0.6	-13	4.8	1.3	0	5.8	1	-6.8	0.8	3.9
O=C(O)c1ccc(-c2nc(-c3cccc(C(F)(F)F)c3)cs2)cc1	0	-1.5	-6	-0.2	-0.4	1	3.4	9	-3.1	0.4	1.4
COc1ccc(OC)c(C(=O)N2CCCC(Nc3ccc(F)cc3)C2)c1 (configuration not stated)	-3	-0.7	3	0.4	-1.0	0	0.7	-3	-1.7	0.4	0.3
COC(=O)c1ccc(C(=O)OC)c(NC(=O)COC(=O)C2CCCCC2)c1	-4	-0.4	-4	0.9	1.3	0	0.8	-4	-0.4	0.4	0.6
CCOc1ccc(NC(=O)COC(=O)CC2CCCCC2)cc1	-1	-1.4	-13	2.4	-1.0	-2	2.3	4	-0.3	-3.0	-0.2
Cc1ccccc1N(C)C(=O)c1coc(=O)c2ccccc12	-1	-0.8	7	-1.7	-1.3	-1	-0.5	-12	0.5	0.3	-0.7
COC(=O)[C@]12C[C@H](CC(=O)N3CCC(c4ccccc4)CC3)C(=O)N(Cc3ccccc3)C1=C[C@H](COCc1ccccc1)O[C@@H]2C	8	-1.3	24*	0.7	-3.3	-4	.	-1	.	-0.1	.
COc1cc2[nH]c(=S)n(CC3CCCO3)c(=O)c2cc1OC (configuration not stated)	-2	-2.0	-3	-3.4	3.9	1	1.4	-2	-0.6	-0.3	-1.4
CC(=O)c1cccc(NC(=S)N2CCC(Cc3ccccc3)CC2)c1	1	-1.8	8	1.6	0.5	-2	3.0	4	-2.4	0.5	-0.8
COC(=O)c1ccc(Cl)c(NC(=O)CN(c2ccc(OC)cc2)S(=O)(=O)c2ccccc2)c1	18*	-1.7	35*	-2.1	-2.0	-6	-2.7	-3	1.2	-0.9	-0.2
O=C(CSc1nnc(-c2ccc(S(=O)(=O)N3CCOCC3)cc2)o1)c1ccccc1F	1	-1.2	4	1.2	-0.6	-3	3.6	1	0.3	0.8	0.2
COc1ccc(-c2cc(=O)oc3cc(OCC(=O)NCc4ccccn4)ccc23)cc1	-1	-1.1	-20	-1.4	4.0	0	1.9	1	0.4	0.0	5.7*
CCN1C(=O)[C@@H]2[C@@H](c3ccc(-c4ccc(C(C)=O)cc4)c(OC)c3)N3CCC[C@@]3(C(=O)OC)[C@@H]2C1=O	-6	-0.3	-18	1.0	-0.1	0	-0.2	-1	-1.5	-0.8	0.5
Cc1ccc(C(=O)N/C(=C/c2ccco2)C(=O)NCCc2c[nH]c3ccccc23)cc1C	2	-0.2	3	3.7	1.7	1	1.1	-1	-1.4	0.0	-1.6
CN(C)c1ccc(S(=O)(=O)N2CCCCC2)cc1NC(=O)C1=COCCO1	3	-1.2	-6	2.5	-1.9	-1	2.9	3	2.4	-0.9	0.7

Complete entries from above:
C=CCN(CC=C)Cc1cc(=O)oc2cc(C)c(C)cc12 is entered as ADAM17 inh: -1; ssDAF12 agonist: -0.2; ADAM10 inh: -4; hgDAF-12 ag: -0.8; hcDAF12 agonist: -1.4; SMARCA2 activ: -2; GAA850 FXN act: .; NPR1 activator: -2; PG9 Ab binder: 0.6; DAX1 inh-1: -3.0; DAX1 inh-2: .
O=C(CSc1nnc(-c2ccc(S(=O)(=O)N3CCOCC3)cc2)o1)c1ccccc1F is entered as ADAM17 inh: 1; ssDAF12 agonist: -1.2; ADAM10 inh: 4; hgDAF-12 ag: 1.2; hcDAF12 agonist: -0.6; SMARCA2 activ: -3; GAA850 FXN act: 3.6; NPR1 activator: 1; PG9 Ab binder: 0.3; DAX1 inh-1: 0.8; DAX1 inh-2: 0.2

The list continues:
SMILES	ADAM17 inh	ssDAF12 agonist	ADAM10 inh	hgDAF-12 ag	hcDAF12 agonist	SMARCA2 activ	GAA850 FXN act	NPR1 activator	PG9 Ab binder	DAX1 inh-1	DAX1 inh-2
CC(C)c1c(O)c2c(n(-c3ccccc3)c1=O)CCCC2	-6	-0.5	-4	-1.2	4.0	-2	1.0	0	0.5	0.1	2.4
Cc1cc(C)cc(OCC(=O)Nc2ccc3c(c2)OCO3)c1	2	-1.1	-2	-2.6	-2.1	2	3.2	-4	-2.3	-0.1	0.2
NS(=O)(=O)c1ccc(CNC(=O)C(c2ccccc2)c2ccccc2)cc1	2	-1.4	6	1.5	-0.9	-3	-0.2	-1	0.7	-0.5	0.7
O=C(NC(=S)Nc1ccccc1[N+](=O)[O-])c1cncc(Br)c1	0	-0.5	17	1.0	0.2	2	0.7	0	-1.3	0.0	0.6
O=C(OCCc1cc2ccccc2c(=O)o1)c1ccc(F)cc1	-1	-1.2	-5	1.3	2.2	2	1.2	-1	-1.6	0.8	0.2
COC(=O)c1c(NC(=O)CCC(=O)O)sc(Cc2ccccc2)c1C	-4	-1.1	-1	-0.7	0.8	-1	1.3	-1	-0.5	1.2	2.3
O=[N+]([O-])c1ccccc1/C=N/Nc1nc(N2CCCC2)nc(N2CCCC2)n1	4	-1.7	-1	-3.6	-1.1	-6	-0.2	4	-0.9	2.0	-0.1
COc1ccccc1CNC(=O)Cn1nc(C)c([N+](=O)[O-])c1C	-2	-0.5	0	-1.2	0.1	-2	-1.3	0	-0.9	0.4	1.0
O=C(O)c1cc(S(=O)(=O)Nc2ccc3cn[nH]c3c2)ccc1O	-12	1.0*	-27	4.4	4.6	1	-0.3	1	-1.5	-0.3	0.7
CCCCCCCCNc1nc(Cl)nc(NCc2ccco2)n1	2	-1.5	1	-0.5	3.9	11*	3.2	3	0.2	0.3	-0.1
Cc1nn(Cc2ccccc2Cl)c(C)c1N	-1	-1.2	-9	-0.7	0.1	-1	4.0	1	0.4	0.2	2.0
O=C(Nc1ccc(S(=O)(=O)N2CCOCC2)cc1)C1CC1	3	-0.6	7	3.0	-1.1	2	-0.6	-3	-0.3	0.0	0.2
O=C(CCN1CCN(Cc2ccccc2)CC1)NNC(=O)c1ccc(Cl)c(Cl)c1	-5	-0.8	-15	4.3	-0.6	-2	-1.3	1	0.0	1.0	1.1
O=C(CSc1cccc2cccnc12)N/N=C/c1ccncc1	-18	-1.4	-50	0.3	-0.9	0	-0.6	2	1.3	-0.4	-1.5
COc1ccc(CN2CC(=O)N(c3cc(Cl)ccc3OC)C2=S)cc1OC	-1	-1.9	-1	-1.9	-3.4	0	-0.1	32	-2.0	-0.6	-0.8
O=C(NCc1ccccc1)c1ccc(NS(=O)(=O)c2cccs2)cc1	-9	0.9	-13	-0.2	-0.1	3	1.6	2	0.6	-0.7	0.9
C[C@H](CO)N1C[C@H](C)[C@@H](CN(C)Cc2ccc(C(=O)O)cc2)OCc2cnnn2CCCC1=O	-4	-1.4	-15	-1.1	-1.9	3	1.5	2	-0.9	0.5	0.3
O=C1CN(C(=O)COC(=O)c2cccc(Br)c2)c2ccccc2N1	0	-0.7	-2	3.8	-0.9	-1	1.5	-2	0.1	3.4	-1.2
CCc1noc(C)c1C(=O)NCCN1C(=O)S/C(=C\c2ccccc2F)C1=O	2	-0.7	3	0.3	-0.2	2	-1.3	-5	0.0	-0.1	-1.5
COc1cccc(CC(=O)Nc2nc(-c3cc(OC)ccc3OC)cs2)c1	4	-2.2	10	-3.7	-3.2	-2	-1.4	-5	-0.2	-0.4	-0.3
Cc1cccc(Nc2nc(-c3ccc(O)cc3O)cs2)n1	-11	-0.8	-24	2.4	-1.9	5	1.3	0	-1.1	0.3	0.6
CN1CCN(C(=O)C2CCCN(S(=O)(=O)c3ccc(F)cc3)C2)CC1 (configuration not stated)	2	-0.4	6	2.3	-1.1	-3	-0.5	0	-1.0	0.2	0.1
COc1ccc(NC(=O)C[C@H]2C(=O)N(C3CCCCC3)C[C@@H]2C)cc1	2	-1.1	1	-3.1	-2.0	-4	0.6	3	1.3	-0.4	0.7
CC(C)(C)OC(=O)N1CCC[C@H]1C(=O)N/N=C/c1ccc2nccnc2c1	-7	-0.7	-4	2.5	0.9	-2	1.6	-3	0.7	0.7	0.3
COc1ccc(NS(=O)(=O)c2ccc(C)c(C(=O)NCC(c3cccs3)N3CCOCC3)c2)cc1 (configuration not stated)	-2	-1.1	3	0.3	1.4	-3	0.3	-2	3.4	1.8	0.1
O=C(NCC1CCCO1)c1cc2ccccc2o1 (configuration not stated)	-6	-0.9	-3	1.8	2.2	5	3.4	5	0.0	2.9	0.4
CC1CCCN(S(=O)(=O)c2ccc3c(c2)n(C)c(=O)c(=O)n3C)C1 (configuration not stated)	-2	-1.7	3	1.2	-1.0	-1	-1.0	-1	0.9	-0.2	0.4
COc1cccc(-c2cc(C(=O)O)[nH]n2)c1	-2	-1.2	-3	0.2	0.2	-1	-1.7	0	-0.8	-0.3	0.6
CCOC(=O)C1=C(C)c2ccccc2OC1C(=O)OCC (configuration not stated)	-4	-1.3	-6	12*	-0.3	-4	1.8	0	-0.3	-1.6	-0.4
CCOC(=O)c1cccc(NC2c3ccccc3C(=O)N2Cc2ccco2)c1 (configuration not stated)	0	-1.2	-13	-6.2	-2.1	-4	0.6	-6	-0.6	-2.5	-1.0
